# Source: PubChem BioAssay
# D1 potentiator = Potentiators of Human D1 Dopamine Receptor: qHTS; AID 504651, 2011; 360,000 tested, 0.036% active; D(1A) dopamine receptor (Homo sapiens), P21728; HEK293 TREx D1 cells, calcium flux, dopamine EC20 potentiation; potentiation, % at 10 µM; in the data active means potentiation above about 30%; further: 0% is about no effect
# Target sequence (P21728 whole entry, looked up): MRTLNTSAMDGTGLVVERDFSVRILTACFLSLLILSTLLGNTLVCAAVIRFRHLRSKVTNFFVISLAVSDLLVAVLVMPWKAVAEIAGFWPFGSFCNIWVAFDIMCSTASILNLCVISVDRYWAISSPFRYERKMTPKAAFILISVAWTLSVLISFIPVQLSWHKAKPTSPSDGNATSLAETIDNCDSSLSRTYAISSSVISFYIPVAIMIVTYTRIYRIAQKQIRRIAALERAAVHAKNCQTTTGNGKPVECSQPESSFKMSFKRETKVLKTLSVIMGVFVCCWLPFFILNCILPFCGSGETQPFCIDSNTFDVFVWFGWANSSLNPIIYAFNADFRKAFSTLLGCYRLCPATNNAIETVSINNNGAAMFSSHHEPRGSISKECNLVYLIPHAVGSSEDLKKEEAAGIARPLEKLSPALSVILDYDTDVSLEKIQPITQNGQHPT
# D2 potentiator = HTS Assay for Positive Allosteric Modulators of the Human D2 Dopamine Receptor: Primary Screen for Potentiators; potentiation, % at 10 µM; HEK293 T-REx D2, calcium flux, EC20 dopamine potentiation; 340,000 tested, 0.34% active;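 active means potentiation over 3 SD above the plate norm, cut at about 30% in these data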; further: 0% is about no effect
#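 Tetracycline-induced Hek293 Trex D2 cells, force-coupled to calcium, loaded with no-wash calcium dye. Compound added with 180 s kinetic read for agonism, then EC20 dopamine and a further 180 s read for potentiation.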
# GRP78 ERSR act = qHTS for Inducers of the Endoplasmic Reticulum Stress Response (ERSR) in Human Glioma: qHTS. U87-MG GRP78 promoter luciferase reporter, 16 h. Potency, µM, inactives show at the highest dose activation, hits mostly activators. 420,000 tested, 0.02% active. AID 602332, 2012; further: potency means the concentration at half of the fitted maximal effect; series mostly up to about 76 µM; % of control where 0% means no effect; nearly all actives have a fitted effect of over 35% in size
#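 ERSR induction read as luciferase luminescence (Bright-Glo, 10 min at room temperature) in stably transfected human U87-MG glioma cells exposed to compounds for 16 h, using GRP78 as sensor.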
# D1 ag = Allosteric Agonists of the Human D1 Dopamine Receptor: qHTS; activation, % at 2 µM; HEK293 T-REx D1 cells, calcium flux, agonist mode; 360,000 tested, 1% active; in the data active means activation above about 30%; further: 0% is about no effect
#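 Inducible HEK293 T-REx D1 cells, force-coupled to calcium signalling, were plated at 4000 cells/well with tetracycline and held overnight at 30 C. After no-wash calcium dye loading, compound-evoked calcium rise over 180 s flagged agonists.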
# D1 antagonist = Antagonist of Human D 1 Dopamine Receptor: qHTS. HEK293 TREx D1 cells, calcium flux, dopamine EC80; stronger effect = lower value. activity change, negative = inhibition, % at 10 µM. 360,000 tested, 3.2% active. AID 504652, 2011; in the data active means activity change below about -30%; further: on the % scale 0 is the no-effect control and ±100 the full control effect
#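 Inducible Hek293 Trex D1 cells (tetracycline, overnight, 30 C). Calcium dye 30–90 min RT. Antagonist mode: EC80 dopamine added after 180 s compound read.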
# RXFP1 ag = qHTS Assay for Agonists of the Relaxin Receptor RXFP1 | Relaxin receptor 1 (Homo sapiens), Q9HBX9 | HEK293T-RXFP1 cAMP TR-FRET, 30 min; response scale: percent of porcine relaxin response, buffer zero | Potency, µM (titrated, usually from 57.5 µM), inactives show at the top dose activation, actives largely listed as activators | 370,000 tested, 0.3% active; further: potency means the concentration at half of the fitted maximal effect; on the % scale 0 is the no-effect control and ±100 the full control effect; nearly all actives have a fitted effect of over 60% in size; many of its hits are not listed in these tables
#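 Agonist response is measured as cAMP accumulation in an RXFP1-transfected HEK293T line under PDE4 inhibition. Values are scaled between buffer-only and 29 nM porcine relaxin, and EC50s come from standard Hill equation fits.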
# Vif-APOBEC3G blk = qHTS for Inhibitors of Vif-A3G Interactions: qHTS | HeLa A3G-eYFP + Vif (tagged APOBEC3G with the HIV-1 protein that degrades it), YFP fluorescence, overnight | DNA dC->dU-editing enzyme APOBEC-3G (Homo sapiens), Q9HC16 | 410,000 tested, 0.076% active | Potency, µM (titrated, usually from 46.1 µM), without a hit: top-dose activity, negative = active, hits mostly inhibitors;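 further: potency means the concentration at half of the fitted maximal effect; on the % scale 0 is the no-effect control and ±100 the full control effect; nearly all actives have a fitted effect of over 60% in size; hits raise eYFP signal because A3G escapes Vif-driven loss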
# Target sequence (Q9HC16 whole entry, looked up): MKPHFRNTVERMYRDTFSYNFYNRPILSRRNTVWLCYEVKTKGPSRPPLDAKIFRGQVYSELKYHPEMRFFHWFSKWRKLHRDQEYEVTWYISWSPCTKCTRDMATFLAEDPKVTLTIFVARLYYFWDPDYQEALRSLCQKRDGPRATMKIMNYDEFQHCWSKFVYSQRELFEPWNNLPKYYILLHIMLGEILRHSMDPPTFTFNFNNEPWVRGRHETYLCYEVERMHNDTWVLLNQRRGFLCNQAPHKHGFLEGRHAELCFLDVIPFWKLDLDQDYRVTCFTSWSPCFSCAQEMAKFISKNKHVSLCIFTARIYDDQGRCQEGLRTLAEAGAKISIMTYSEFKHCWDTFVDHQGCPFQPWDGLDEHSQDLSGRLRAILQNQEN
#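 Read-out is eYFP fluorescence (Ex 488/Em 500-530) from Vif-expressing HeLa A3G-eYFP cells; more signal means A3G escaped Vif-mediated degradation. Cells plated overnight, compound pinned in, incubated overnight at 37 deg C.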
# Vif-APOBEC3F blk = qHTS for Inhibitors of Vif-A3F Interactions: qHTS; AID 602313, 2012; 390,000 tested, 0.2% active; Potency, µM (doses to about 46.1 µM), without a hit: at the top dose activity, negative = active; HeLa A3F-eYFP + Vif (tagged APOBEC3F with the HIV-1 protein that degrades it), YFP fluorescence increase; further: potency means the concentration at half of the fitted maximal effect; % of control where 0% means no effect; nearly all actives have a fitted effect of over 65% in size
#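 HeLa cells stably expressing A3F-eYFP plus Vif, plated and incubated overnight at 37 deg C, then exposed to compounds overnight at 37 deg C. Blocked degradation read as raised yellow fluorescence (Ex 488/Em 500-530).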
# RXFP1 antagonist = qHTS Assay for Antagonists of the Relaxin Receptor RXFP1 | Relaxin receptor 1 (Homo sapiens), Q9HBX9 | HEK293-RXFP1, relaxin-stimulated cAMP HTRF, 30 min; stronger effect = lower value | activity change, negative = inhibition, % at 57.5 µM | 350,000 tested, 0.59% active;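 active means activity change of -60% or lower, but not beyond a set lower limit; inconclusive means change between -60% and -40%, or beyond the set limit; inactive means change above -40%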; further: on the % scale 0 is the no-effect control and ±100 the full control effect
# Active calls of the source: *; ? = inconclusive; nt = no result given. Unless noted, the call rests on the fitted dose curve; in most records, active means well fitted curve in the direction sought with a large enough effect; inconclusive means small, poorly fitted or top-dose-only effect, or another doubt; inactive means no such curve, though single readings can be large; an effect the other way counts as inactive or inconclusive. An excerpt; count on the stated rates, not on these rows.
molecule	D1 potentiator	D2 potentiator	GRP78 ERSR act	D1 ag	D1 antagonist	RXFP1 ag	Vif-APOBEC3G blk	Vif-APOBEC3F blk	RXFP1 antagonist
Cc1ccc(-n2ncc3c2CC(C)(C)CC3NC(=O)CCc2ccc(=O)[nH]n2)cc1 (centres undefined)	-2	4	-3%	0	4	-1.3%	1%	1%	-9
Cc1ccn2c(C=O)c(-c3ccc(F)cc3)c(C=O)c2c1	-3	3	7%	3	4	1.9%	-9%	0%	-1
CCOC(=O)N1CCN(c2cc(=O)n(-c3cccc(C)c3)c(=O)[nH]2)CC1	-3	-3	-3%	4	16	2.3%	2%	?	0
Cc1ccc(NC(=O)CSCC(=O)N(C)Cc2ccc(Cl)c(Cl)c2)cc1	-4	nt	-4%	2	-16	-2.4%	-1%	7%	-7
COc1cn(CC(=O)Nc2cccc(C)c2C)c(CN2CCCCC2)cc1=O	-4	-2	-1%	0	-19	2.4%	8%	9%	-4
CCN(c1ccccc1)S(=O)(=O)c1ccc(Cl)c(C(=O)N(CC2CCCO2)C2CCS(=O)(=O)C2)c1 (centres undefined)	-3	0	2%	6	-36*	0.2%	2%	1%	0
CCCn1c(SCC(=O)Nc2cc(S(=O)(=O)N(C)C)ccc2OC)n[nH]c1=O	4	-9	-5%	3	7	7.0%	1%	-6%	8
COc1cccc(CNC(=O)COC(=O)C2CC3CCCC(C2)C3=O)c1 (centres undefined)	-3	3	-3%	3	17	0.2%	1%	-5%	-7
Cc1ccc(-n2c(-c3ccco3)nc3nc4ccccc4nc32)cc1F	-1	-4	-6%	0	-4	2.7%	-2%	?	1
Cc1cc(C(=O)NCCN2CCN(c3cccc(Cl)c3)CC2)n(-c2ccccc2)n1	-1	-5	-6%	3	-21	-0.3%	-26%	4%	nt
CCC(C(=O)NCCC1=CCCCC1)c1ccccc1 (centres undefined)	2	6	-4%	1	8	1.6%	2%	9%	1
Cc1occc1-c1nnc(SCC(=O)c2ccc(F)cc2)o1	3	-11	5%	2	3	5.1%	-15%	?	-13
O=C(NN(c1ccccc1)c1ccccc1)c1ccc([N+](=O)[O-])o1	-2	0	?	1	2	1.3%	?	-14%	16
CCCC(=O)Nc1ccc(C(=O)COC(=O)C2=COCCO2)cc1	0	4	1%	-1	-8	0.0%	0%	10%	-7
CC1CC(C)CN(S(=O)(=O)CC23CCC(CC2=O)C3(C)C)C1 (centres undefined)	nt	4	-3%	0	4	-1.6%	0%	3%	-12
Cc1ccc(N2C(=O)CC(Sc3ncccn3)C2=O)cc1C (centres undefined)	3	8	-1%	2	-13	0.7%	-1%	0%	0
COC(=O)c1c(-c2cccs2)csc1NC(=O)c1cccc(Cl)c1	3	14	-3%	7	4	-0.5%	6%	-12%	5
Cc1ccc2nc(-c3ccncc3)cc(C(=O)Nc3ccc(OC(F)F)cc3)c2c1	0	-3	-4%	5	6	2.4%	-28%	-12%	3
CC(C)Oc1ccc(C2CC(=O)N(c3cccc(/C=C/C(=O)O)c3)C2=O)cc1 (centres undefined)	6	nt	3%	2	5	-1.8%	-6%	8%	-17
O=C(NCc1ccccc1)c1ccc(F)c(F)c1	-2	-3	-5%	3	-2	-1.4%	0%	8%	1
O=C(CNC(=O)c1ccco1)NNC(=O)c1n[nH]c(=O)c2ccccc12	nt	nt	-2%	nt	nt	nt	-1%	-1%	-9
CCC1Oc2ccc(C)cc2N(CC(=O)NCc2cccs2)C1=O (centres undefined)	-4	-7	-3%	0	-5	1.9%	0%	17%	-16
COCc1nc2ccccc2n1CCc1ccccc1	-3	8	-4%	1	-14	0.0%	-2%	6%	8
Cc1ccc(NC(=O)C2CCN(S(=O)(=O)c3cccc4nsnc34)CC2)cc1F	-2	nt	-2%	7	-26	17%	-1%	-6%	nt
Cc1cc[n+](CC(=O)c2cccc([N+](=O)[O-])c2)c2ccccc12	0	9	-3%	3	1	4.2%	0%	-8%	6
CC(=O)c1ccc(NC(=O)Cn2cc(S(=O)(=O)Cc3cccc(Cl)c3)c3ccccc32)cc1	-2	2	-7%	6	-11	3.9%	-4%	1%	-23
O=C(Nc1cccc(C(F)(F)F)c1)Nc1cccs1	-7	-14	nt	25	-44*	0.6%	nt	nt	-13
Cc1ccnc(NS(=O)(=O)c2ccc(NC(=O)c3ccc([N+](=O)[O-])s3)cc2)n1	4	7	-13%	2	-11	-2.7%	-8%	1%	-4
C=CCN1C(=O)c2ccc(C(=O)N3CCN(S(=O)(=O)c4cccc(F)c4)CC3)cc2C1=O	-1	-10	-4%	4	1	-0.4%	-5%	-2%	-6
Cc1cc(C(=O)OCC(=O)Nc2cccc(S(N)(=O)=O)c2)c(C)o1	nt	nt	0%	nt	nt	nt	-4%	3%	-12

# Entries above that bear a hit mark in D1 antagonist:
molecule	D1 potentiator	D2 potentiator	GRP78 ERSR act	D1 ag	D1 antagonist	RXFP1 ag	Vif-APOBEC3G blk	Vif-APOBEC3F blk	RXFP1 antagonist
CCN(c1ccccc1)S(=O)(=O)c1ccc(Cl)c(C(=O)N(CC2CCCO2)C2CCS(=O)(=O)C2)c1 (centres undefined)	-3	0	2%	6	-36*	0.2%	2%	1%	0
O=C(Nc1cccc(C(F)(F)F)c1)Nc1cccs1	-7	-14	nt	25	-44*	0.6%	nt	nt	-13

# (list continues)
molecule	D1 potentiator	D2 potentiator	GRP78 ERSR act	D1 ag	D1 antagonist	RXFP1 ag	Vif-APOBEC3G blk	Vif-APOBEC3F blk	RXFP1 antagonist
Cc1ccccc1N1CCN(Cc2c(C#N)c3ccccc3n2C)CC1	2	-11	-2%	2	-23	0.5%	-2%	-12%	-24
Cc1ccc(CNC(=O)c2c[nH]c3ccc(S(=O)(=O)Nc4ccc(C(C)C)cc4)cc3c2=O)cc1	-1	1	2%	8	-2	-1.6%	1%	-16%	-29
CC1CC(C)CN(CCCNC(=O)c2ccc3c(c2)ncn3C2CCCC2)C1 (centres undefined)	0	4	1%	8	-1	0.5%	7%	-9%	1
CCn1c(CC(C)C)n[nH]c1=S	3	14	-7%	1	17	-2.8%	1%	4%	-4
Cc1cc(C)c(/C=N/NC(=O)c2nnn(-c3nonc3N)c2COc2ccc(F)cc2)c(C)c1	-3	-14	-1%	11	-11	-1.6%	1%	-13%	17
CC(C)NC(=O)CCC(=O)N1Cc2ccccc2Oc2ncccc21	-2	1	-1%	4	-2	4.0%	-4%	4%	-4
CCOC(=O)c1sc(NC(=O)c2c(C)nn(Cc3ccccc3)c2C)cc1C	-19	-4	-10%	3	-45*	-0.4%	0%	-1%	-10
COc1cccc(=O)c2c(C)n(-c3cc(C)cc(C)c3)c(C)c12	7	13	-6%	15	4	-5.4%	-1%	0%	-32
COc1ccc(N2C(=O)c3cccc4c(N(C)CCO)ccc(c34)C2=O)cc1	-3	5	0%	49*	-3	0.5%	?	?	2
CCCOc1ccc(NCC(=O)Nc2ccc(C)cc2C)cc1	-3	5	7%	10	14	0.0%	-4%	-1%	-7
S=C(NN=C(C1CC1)C1CC1)Nc1ccccc1	-6	-16	3%	0	1	-0.7%	1%	6%	-12
COC(=O)c1ccccc1NC(=O)C1CC(=O)N(c2ccc(C)cc2)C1 (centres undefined)	-4	2	-6%	2	-3	-0.2%	-22%	-2%	4
CCS(=O)(=O)c1nc(S(=O)(=O)c2ccc(C)cc2)c(N2CCC(O)CC2)s1	9	-2	-3%	3	20	23%	2%	1%	28
CCC(=O)c1ccc(OCC(O)CN(C)C2CCCCC2)cc1 (centres undefined)	0	nt	0%	2	-11	1.6%	-1%	0%	-3
COc1ccc(N(Cc2cc3ccc(C)cc3[nH]c2=O)C(=O)c2ccco2)cc1	-6	10	-3%	0	7	7.6%	-1%	0%	4
COc1ccc(CNCCC(c2ccc(OC)cc2)c2ccccc2OC)cc1 (centres undefined)	-1	-5	-2%	30*	-4	1.4%	0%	2%	-31
COc1cc(C2=NOC(C(=O)N3CCOCC3)C2)cc(OC)c1OC (centres undefined)	-5	-2	-3%	2	-2	-2.2%	-2%	-1%	18
Cc1ccc(N(CC(=O)NC(C)(C)C)C(=O)CCC(=O)Nc2ccccn2)c(C)c1	nt	nt	-2%	nt	nt	nt	0%	8%	3
CC(=O)CCC(=O)OCC(=O)Nc1ccc(SC(F)F)cc1	-4	-3	-4%	1	3	2.0%	2%	7%	-2
CCc1ccc2occ(CC(=O)Nc3ccc(C)c(C)c3)c2c1	-2	7	-1%	15	-1	0.9%	-8%	-2%	-17
CCCC(C)C(=O)Nc1nc(C)c(-c2csc(Nc3cc(Cl)ccc3C)n2)s1 (centres undefined)	0	10	-7%	2	-17	2.8%	3%	5%	nt
Cc1ccc([C@H]2C[C@@H](O)[C@H](n3cc(-c4ccc(F)cc4)nn3)CN2C(=O)c2cccs2)cc1	nt	nt	-2%	nt	nt	nt	0%	-8%	-11
COc1ccc2oc(=O)c(C(=O)NC(C)c3ccccc3)cc2c1 (centres undefined)	-1	8	2%	14	-1	2.9%	1%	1%	7
CCOC(=O)C1CCN(Cc2ccc(Cl)c(Cl)c2)CC1	1	-27	-3%	3	0	-1.2%	-1%	-7%	-18
COc1cc(C2c3c(oc4ccc(F)cc4c3=O)C(=O)N2Cc2ccc3c(c2)OCO3)ccc1O (centres undefined)	0	18	-2%	-1	-22	2.6%	-6%	-18%	-8
CCc1ccc(NC(=O)CSc2nc(=O)n(CCCN3CCOCC3)c3c2CCCC3)cc1	5	-31	-4%	1	-8	2.4%	0%	5%	-20
CCCCn1c(-c2ccccc2C)nc2cc3[nH]c(=O)c(C(C)C)nc3cc21	1	5	-4%	-1	7	0.9%	-20%	3%	nt
